Screens deposited in PubChem by National Center for Advancing Translational Sciences (NCATS).
DT40 TDP1 no CPT = qHTS for Inhibitors of human tyrosyl-DNA phosphodiesterase 1 (TDP1): qHTS in cells in absence of CPT | DT40 Tdp1-/- hTDP1 cells, no CPT, ATP luminescence, 48 h | Potency, µM (highest dose often 46.2 µM), inactives show top-dose activity change, negative = growth inhibition, hits mostly inhibitors | 420,000 compounds, 15% hits | AID 686978, 2013; note: nearly all actives have a fitted effect of over 55% in size
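Chicken DT40 Tdp1-/- cells stably complemented with human TDP1 were seeded at 400 cells/well with DMSO in place of 20 nM camptothecin. After compound pinning, cells grew at least 48 hr at 37 °C; viability read by CellTiter-Glo luminescence.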
TDP1 block = inhibitors of human tyrosyl-DNA phosphodiesterase TDP1 | Q9NUW8 | recombinant TDP1, AlphaScreen DNA substrate cleavage | Potency, µM (top dose mostly 130 µM), without a hit: at the top dose activity change, negative = inhibition, hits mostly inhibitors | 350,000 compounds, 0.28% hits; note: nearly all actives have a fitted effect of over 40% in size
Target sequence (Q9NUW8 whole entry, looked up): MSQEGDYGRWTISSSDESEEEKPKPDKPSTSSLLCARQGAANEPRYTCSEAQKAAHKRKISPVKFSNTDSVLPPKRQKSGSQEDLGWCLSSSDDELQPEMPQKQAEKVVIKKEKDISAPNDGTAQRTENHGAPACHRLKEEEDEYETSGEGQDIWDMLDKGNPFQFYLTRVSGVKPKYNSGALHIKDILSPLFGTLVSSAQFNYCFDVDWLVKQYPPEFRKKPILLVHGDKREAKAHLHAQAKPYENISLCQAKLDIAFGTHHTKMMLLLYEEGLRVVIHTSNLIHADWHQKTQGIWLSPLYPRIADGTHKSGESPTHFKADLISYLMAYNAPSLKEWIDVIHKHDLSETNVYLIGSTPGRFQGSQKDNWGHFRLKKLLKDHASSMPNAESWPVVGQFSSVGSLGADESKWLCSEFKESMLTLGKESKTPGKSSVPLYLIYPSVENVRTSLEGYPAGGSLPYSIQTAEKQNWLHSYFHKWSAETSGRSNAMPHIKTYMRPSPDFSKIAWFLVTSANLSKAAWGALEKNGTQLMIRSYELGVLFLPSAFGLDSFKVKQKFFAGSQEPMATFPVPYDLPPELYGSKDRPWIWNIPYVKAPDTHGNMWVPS
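Here, a 5' biotin and 3' phosphotyrosine-FITC DNA oligonucleotide reports Tdp1 activity: intact substrate bridges AlphaScreen beads, while cleavage leaves a 3' phosphate and drops signal. All incubations at room temperature.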
KAT2A inh = blocks human GCN5L2 histone acetyltransferase; Q92830; GCN5L2 HAT assay, ThioGlo1 CoA-SH fluorescence; Potency, µM (titrated, usually from 58.9 µM), for inactives: at the highest dose activity change, negative = inhibition, actives largely listed as inhibitors; 390,000 compounds, 0.21% hits
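Titration-based screen in which CoA formation is detected via maleimide probe ThioGlo1 (50uM) turning fluorescent on thiol reaction; substrates H3(1-25) 75uM and acetyl-CoA 70uM, GCN5L2 20nM, 20 min incubation at room temperature.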
* marks the source's active call; other numbers are inactive results; ? = inconclusive; . = not tested or not shown; & = joins results of further samples; [ ] = remark or other dose. Calls come from the whole dose curve; as a rule, active = well fitted curve in the direction sought with a large enough effect; inconclusive = small, poorly fitted or top-dose-only effect, or another doubt; inactive = no such curve, though single readings can be large; an effect the other way counts as inactive or inconclusive. % is set by controls: 0 for no effect and ±100 for the full control effect; potency is the fitted concentration of half-maximal effect. This is a subset; the hit share may differ from the screen's.

SMILES	DT40 TDP1 no CPT	TDP1 block	KAT2A inh
O=C1OC(c2ccco2)=N/C1=C\c1ccc(-c2cccc(C(F)(F)F)c2)o1	23µM*	-3%	-15%
CS(=O)(=O)Nc1ccc(C(=O)Nc2ccc(S(=O)(=O)N3CCCC3)cc2)cc1	?	8%	-12%
Cc1noc(C)c1-c1ccc2ncnc(N(C)C)c2c1	?	.	-7%
Cc1ccccc1NC(=O)CSc1nn2c(=O)c(C)nnc2s1	2%	2%	0%
Nc1ccc(S(=O)(=O)N2CCOCCOCCOCCOCCOCC2)cc1	3%	.	-8%
O=C(COC(=O)c1cc2c(s1)CCC2)Nc1ccc(F)cc1	15µM*	35µM*	?
O=C(c1ccc2c3c(cccc13)CC2)C1CCCN(C(=O)c2ccc(=O)[nH]c2)C1 (stereo unspecified)	-23%	4%	2%
Cn1c(Cn2c(=O)sc3ccccc32)nnc1SCC(=O)NCc1ccccc1Cl	4%	5%	-1%
COc1cc(OC)c(C(=O)N/N=C/c2ccoc2)cc1OC	-7%	-4%[56.1 µM]	29%
COc1ccc(S(=O)(=O)N2CCC(C)CC2)cc1OC	-9%	.	-3%
CCOc1ccc(NC(=O)c2cc(C3CC3)nc3c2cnn3C(C)C)cc1OC	?	1%[56.1 µM]	-10%
COc1ccc(N=c2sc3ccccc3n2C)cc1	-16%	5%	-3%
CCCCCn1ccc(=O)c2c(C(F)(F)F)nccc21	18µM*	7%[56.1 µM]	3%
CCc1ccc(NC(=O)Cn2c(=O)n(CCCC(=O)NCc3ccccc3OC)c(=O)c3ccccc32)cc1	-17%	2%	1%
CN(C)NC(=O)c1ccsc1NC(=O)c1ccc(S(=O)(=O)N(C)C)cc1	-27%	.	-19%
CCc1nnc(NC(=O)CSc2nnc(COc3ccccc3)n2Cc2ccccc2)s1	-3%	4%	1%
Cc1[nH]n(-c2ccccc2)c(=O)c1C(c1ccccc1[N+](=O)[O-])C(C#N)C#N (stereo unspecified)	?	.	1%
O=C(N/N=C/c1cccc(OCc2ccccc2)c1)c1ccc(Br)o1	-16%	4%[56.1 µM]	?
COc1cc(NC(=O)CSc2ncnc3sc4c(c23)CCCC4)c(C(=O)O)cc1OC	-7%	-4%	-10%
Cc1ccc(NC(=O)CN2C(=O)CSc3ccc(S(=O)(=O)N(C)C)cc32)cc1C	?	8%	-3%
COc1ccc(OC)c(N2C(=NC(=O)C3CCCCC3)SC3CS(=O)(=O)CC32)c1 (stereo unspecified)	21%	2%	-7%
CN(CC(=O)Nc1cccc(Cl)c1)C1=NS(=O)(=O)c2ccccc21	-20%	0%	-5%
O=c1[nH]c2ccc(S(=O)(=O)N3CCN(Cc4ccccc4)CC3)cc2[nH]c1=O	6%	0%	?
CC1CCN(S(=O)(=O)N2CCC(C(=O)O)CC2)CC1	-14%	-3%	4%
O=C(O)/C=C/C(=O)NC1CCC(CC2CCC(NC(=O)/C=C/C(=O)O)CC2)CC1 (stereo unspecified)	-3%	5%	-15%
CC(C)CC(=O)Nc1ccc(C(=O)Nc2cccc(O)c2)cc1	-25%	3%	-1%
O=C(Nc1cc(C(F)(F)F)ccc1N1CCOCC1)c1ccccc1	?	-1%	2%
CC(C)Oc1ccc(C2NC(=O)c3ccccc3O2)cc1 (stereo unspecified)	-3%	.	-3%
O=C(O)c1ccc(NC(=O)c2cccs2)cc1	-12%	0%	1%
COc1ccc2ccc(Oc3ncccn3)cc2c1	-4%	5%	-13%
CC1(C)C2C(Cl)(Cl)C2(C)c2ccccc2N1C=O (stereo unspecified)	-8%	.	-1%
CCc1ccc(CN(C)C(=O)CCc2nnc(-c3ccc(-c4ccccc4)cc3)o2)nc1	12µM*	0%	-4%
CCOC(=O)C1(CCOc2ccccc2)CCN(Cc2ccc(C)o2)CC1	?	0%	18%
O=[N+]([O-])c1ccc(Cl)c(S(=O)(=O)NCCc2ccccn2)c1	13%	1%	-2%
CCOc1ccc(CCNC(=O)CN2N=C(c3ccccc3)CCC2=O)cc1OCC	?	3%	-9%
O=C(Cn1c(NCCCO)nc2ccccc21)c1ccc(Cl)cc1	?	.	-6%
COc1cc(C2c3c(oc4ccccc4c3=O)C(=O)N2c2nnc(C(C)C)s2)cc(OC)c1OC (stereo unspecified)	-23%	3%	-5%
CC(=O)N1CCN(C(=O)CSc2ncnc3sc(C)c(C)c23)CC1	-4%	1%	-1%
COCCNC(=O)c1cc2c(Cl)nc3ccc(C)cc3c2s1	?	6%	4%
COc1cccc(Cn2c(=O)c(C)nc3cnc(N(C)C)nc32)c1	?	.	-16%
CCOc1ccc(-n2c(N)c(C(=O)NCc3ccco3)sc2=S)cc1	?	2%	?
CC1CCC(NC(=O)CN(C)S(=O)(=O)c2cnc[nH]2)CC1 (stereo unspecified)	16%	0%	-8%
O=C(CCc1ccccc1)Nc1ccnn1C1CCN(Cc2ccc(OCCO)cc2)CC1	19%	4%	-1%
O=C(OCC(=O)N1CCCC1=O)c1cc2ccccc2o1	-19%	0%[56.1 µM]	-4%
Cc1ccc(S(=O)(=O)N2CN(CC3CCCO3)c3nc4ccccc4nc32)c(C)c1 (stereo unspecified)	?	2%	-2%
O=C(CN1C(=O)/C(=C/c2ccccc2)SC1=S)NC1CCS(=O)(=O)C1 (stereo unspecified)	?	0%	-10%
COC(=O)c1ccc(NC(=S)NCCc2ccc(OC)cc2)cc1	3.7µM*	8%	0%
O=C(NNC(=S)Nc1ccc(F)c(Cl)c1)C1CC1	9%	3%	2%
Nc1nc(Oc2ccc(F)cc2)c(Br)c(=O)[nH]1	4%	.	-1%
Cc1c(C(=O)NCCCc2ccccc2)cccc1[N+](=O)[O-]	-11%	0%	0%
Cc1cc[n+](CC2OCc3ccccc3CO2)cc1	18µM*	-6%	-4%
O=C(c1ccc2ccccc2c1)N1CCCC1	0%	.	-2%
O=C(NC12CC3CC(CC(C3)C1)C2)c1cccc([N+](=O)[O-])c1	-9%	2%	-1%
O=C(CN(c1ccc(Cl)c(C(F)(F)F)c1)S(=O)(=O)c1ccccc1)Nc1cccnc1	7.3µM*	3%[12.3 µM]	-14%
CCOC(=O)[C@H]1[C@H]2COc3ccc(Br)cc3[C@@H]2N2C(=O)c3c(C)cc(C)cc3NC(=O)[C@@]12C	?	1%	-5%
COc1ccc(CNC(=O)NC2CCCCC2)cc1	0%	2%	-6%
Cc1ccc([N+](=O)[O-])cc1N=C(c1ccc([N+](=O)[O-])cc1)N1CCOCC1	-23%	4%	-2%
COc1ccc(Br)cc1S(=O)(=O)N1CCCC1	8.2µM*	6%	-2%
CC(C)OC(=O)c1cc2c(ccn2-c2ccc(F)cc2)n1CC(=O)N1CCN(C(=O)c2ccco2)CC1	?	7%	-20%
Cc1ccc(C2(c3noc(CN4CCOCC4)n3)CCCC2)cc1	-2%	3%	4%

Sorted by number of heavy atoms (lowest first): some entries from above.
SMILES	DT40 TDP1 no CPT	TDP1 block	KAT2A inh
O=C(NNC(=S)Nc1ccc(F)c(Cl)c1)C1CC1	9%	3%	2%
CC1CCC(NC(=O)CN(C)S(=O)(=O)c2cnc[nH]2)CC1 (stereo unspecified)	16%	0%	-8%
O=C(NC12CC3CC(CC(C3)C1)C2)c1cccc([N+](=O)[O-])c1	-9%	2%	-1%
Cc1ccc(C2(c3noc(CN4CCOCC4)n3)CCCC2)cc1	-2%	3%	4%
CCOc1ccc(-n2c(N)c(C(=O)NCc3ccco3)sc2=S)cc1	?	2%	?

Carrying on.
SMILES	DT40 TDP1 no CPT	TDP1 block	KAT2A inh
CSc1nc(C)c2c(n1)N(c1cccc(C)c1)CC2	-19%	-4%	-15%
CSc1nnc(-c2ccc(O)cc2)n1C	-1%	-2%	0%
CCOC(=O)N1CCN(CCC(=O)Nc2ccc(OC)cc2)CC1	-12%	7%	-11%
Oc1cc2c(cc1O)CN(C(=S)NCCc1ccc(Cl)cc1)CCC2	8.9µM*	6%&13%&13%	-8%&-3%
CCS(=O)(=O)c1nc(S(=O)(=O)c2ccc(Cl)cc2)c(NCc2ccco2)s1	-16%	1%	-6%
Cn1cc(CC(=O)NCc2ccc(F)cc2)c2ccccc21	-6%	.	53%
COc1ccc(N2C(=O)CC(Sc3n[nH]c(-c4cccc(C)c4)n3)C2=O)cc1 (stereo unspecified)	3.7µM*	11%	?
COc1cccc(-n2cn[nH]c2=S)c1	7%	2%	1%
Cc1ccnc2nc(C(=O)OCC(=O)NCCc3ccccc3)nn12	12%	5%	-2%
CCOC(=O)COc1ccc(S(=O)(=O)N2CCN(C(=O)OCC)CC2)cc1	-4%	8%	1%
CC(=O)c1ccc(N2CCN(S(=O)(=O)c3ccc4c(c3)CC(C)N4C(C)=O)CC2)cc1 (stereo unspecified)	7.3µM*	3%	-28%
CN(C)c1ccc(C(=O)N2CCCC2)cc1	1%	-3%	-1%
Cc1[nH]c2ccc(C(=O)NCCN3CCCCCC3)cc2c1C	1%	6%	-5%
O=C(O)CCCNS(=O)(=O)c1ccc2c(c1)OCCCO2	2%	0%	3%
Cc1nn(-c2ccccc2)c(Cl)c1/C=C1/C(=N)N2N=C(C(C)C)SC2=NC1=O	?	3%	-3%
Cc1ccc(OCCN2CCCCCC2)c(C)c1	?	4%	3%
O=C(NC(=S)Nc1ccc(NC(=O)c2cccs2)cc1)c1cc2ccccc2o1	?	-4%	-21%
COc1cc(NC(=O)Cn2ccsc2=N)cc(OC)c1	-21%	-8%	-2%
c1ccc(Cn2c(NCc3ccncc3)nc3ccccc32)cc1	-18%	0%	1%
Cc1c(NC(=O)c2cccs2)c(=O)n(-c2ccccc2)n1C	-5%	7%	0%
O=C(Nc1cccc(S(=O)(=O)N2CCOCC2)c1)C12CC3CC(CC(C3)C1)C2	?	0%	-3%
COC(=O)c1nn(-c2ccc(C)cc2)c2nnc(Cc3ccccc3)c(=O)n12	2%	-3%	0%
O=c1[nH]n(-c2ccccc2)c(=O)c(Cl)c1Cl	-22%	5%	-3%
O=C(Nc1nnc(-c2cccs2)o1)C1CC1	3%	.	0%
COC(=O)CN1C2=NCCCN2c2ccccc21	-22%	6%	-6%
Cc1c(NS(=O)(=O)c2ccc(NCC3CCCO3)c([N+](=O)[O-])c2)c(=O)n(-c2ccccc2)n1C (stereo unspecified)	-24%	8%	-2%
COc1ccc(OCC(O)CN(CC(O)COc2ccc(OC)cc2)c2cccc(O)c2)cc1 (stereo unspecified)	-47%	10%	-8%
CCn1c(N)c(C(=O)Nc2ccccc2C(=O)OC)sc1=S	16µM*	8%	-3%
C[C@H](NC(=O)[C@@H]1Cc2ccccc2CN1)C(=O)Nc1ccc2c(c1)OCCO2	20%	4%	-4%
CC(O)[C@H]1CNC(=O)C(=O)N1CC1CCCCC1 (stereo partly specified)	-5%	-2%	-8%
CCOC(=O)C1=C(OCc2ccc(Cl)cc2)C2C=C(C)C=CC2N=C1 (stereo unspecified)	-21%	-3%	-19%
CC(=O)Oc1ccc(C(=O)COC(=O)CNC(=O)COc2ccccc2C)cc1	?	3%	.
O=C1c2nccnc2C(=O)N1c1ccc(C(F)(F)F)cc1	-1%	-3%	-1%
COc1ccccc1N1CCN(S(=O)(=O)c2cn(C)nc2C)CC1	1%	3%	0%
CC1(C)Cc2c(cnn2-c2ccccc2)-c2c1c1ccccc1n2CC(O)CCl (stereo unspecified)	?	8%	-18%
O=C(Nc1cccc(S(=O)(=O)N2CCCCC2)c1)C1CC(=O)N(c2ccc3c(c2)OCCO3)C1 (stereo unspecified)	-14%	4%	?
Cn1c(CCNC(=O)c2ccccc2F)nnc1SCC(=O)Nc1ccccc1F	-22%	8%	-2%
Cc1ccc(S(=O)(=O)Nc2cnc3ccccc3c2)cc1	?	3%	-4%
CCOC(=O)c1cc(S(=O)(=O)N2CCN(c3cccc(C)c3)C(C)C2)[nH]n1 (stereo unspecified)	23µM*	2%	1%
CCN1C(c2ccccc2)=C(c2ccccc2)S/C1=C/C=C1\SC(=S)N(C)C1=O	10µM*	5%	-4%

One compound at a time (already shown). Screens in order: DT40 TDP1 no CPT | TDP1 block | KAT2A inh
`COC(=O)CN1C2=NCCCN2c2ccccc21` in the list: -22% | 6% | -6%
`Cc1c(NS(=O)(=O)c2ccc(NCC3CCCO3)c([N+](=O)[O-])c2)c(=O)n(-c2ccccc2)n1C` (stereo unspecified) in the list: -24% | 8% | -2%
`COc1ccccc1N1CCN(S(=O)(=O)c2cn(C)nc2C)CC1` in the list: 1% | 3% | 0%
